cytoskel mod: cytoskeleton assembly modification; 0.18% of 91,000 active; inhibition, % at 2 µM; HUVEC TNFa F-actin phalloidin imaging, high content;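 active = inhibition above the batch mean plus 3 SD and confirmed as a hit by visual image inspection, cut at about 30% in these data, passing the limit was not always enough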; also: strong numbers were not always called active
LYP inh 2: inhibitors of human LYP (PTPN22) phosphatase; Q9Y2R2; recombinant LYP catalytic domain, DiFMUP fluorescence; inhibition, % at 2 µM; 0.21% of 96,000 active;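 active = inhibition at 2 µM at or above a set limit, the screen mean plus 3 SD, cut at about 24% in these data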;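 also: 0% = DMSO with enzyme and 100% = enzyme fully blocked by orthovanadate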
Target sequence (Q9Y2R2 whole entry, looked up, the tested form may be a part): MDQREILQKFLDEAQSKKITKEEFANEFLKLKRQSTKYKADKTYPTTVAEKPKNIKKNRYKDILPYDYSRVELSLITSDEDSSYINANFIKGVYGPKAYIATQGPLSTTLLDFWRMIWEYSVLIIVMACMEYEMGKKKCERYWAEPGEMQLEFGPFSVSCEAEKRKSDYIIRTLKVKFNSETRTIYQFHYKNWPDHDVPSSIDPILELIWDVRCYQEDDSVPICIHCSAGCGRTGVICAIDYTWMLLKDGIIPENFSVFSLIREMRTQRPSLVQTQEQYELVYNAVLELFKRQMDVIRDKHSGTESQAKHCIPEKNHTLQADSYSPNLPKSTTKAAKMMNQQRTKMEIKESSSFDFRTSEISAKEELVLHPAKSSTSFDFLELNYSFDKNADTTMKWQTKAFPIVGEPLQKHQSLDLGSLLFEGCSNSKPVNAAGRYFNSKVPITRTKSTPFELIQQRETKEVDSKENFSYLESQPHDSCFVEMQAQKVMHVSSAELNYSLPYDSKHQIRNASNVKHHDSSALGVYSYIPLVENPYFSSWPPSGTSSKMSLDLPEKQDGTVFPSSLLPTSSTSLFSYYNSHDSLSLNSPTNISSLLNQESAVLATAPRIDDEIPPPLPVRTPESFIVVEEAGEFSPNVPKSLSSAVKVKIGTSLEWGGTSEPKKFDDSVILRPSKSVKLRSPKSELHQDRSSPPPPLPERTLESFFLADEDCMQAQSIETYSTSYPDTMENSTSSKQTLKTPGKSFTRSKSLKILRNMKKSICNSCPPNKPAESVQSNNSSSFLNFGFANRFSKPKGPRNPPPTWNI
PTK2B oligo ant: antagonists of human Pyk2 oligomerization. Q293 cells, Pyk2 FERM NanoBiT luminescence; stronger effect = lower value. z-score (the deposit names both 25 µM and 10 µM). 0.83% of 99,000 active. AID 1347419;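 active = Z-score of -3 or lower, scaled per plate to the spread of control and sample wells; inactive = z-score above -3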;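 also: negative z-score means lost luminescence so less FERM oligomerization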
HUVEC tox TNFa: HUVEC cytotoxicity counter-screen, TNF alpha stimulated; HUVEC TNFalpha-stimulated, Hoechst cell count, imaging; cell count reduction, % at 2 µM; 0.17% of 93,000 active;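 active = cell count reduction exceeding the screen mean by over 5 SD, scaled to untreated wells per plate, cut at about 78% in these data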;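 also: cells counted after 24 h of TNF alpha exposure following the 1 h pretreatment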
ERa SRC1 inh: blocks coactivator binding to human estrogen receptor alpha. TR-FRET ER-alpha LBD / SRC-1 peptide, estradiol-bound. inhibition, % at 25.6 µM. AID 629. P03372. 1.7% of 86,000 active; in the data active = inhibition above about 50%;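 also: 0% = receptor plus peptide control and 100% = peptide only without receptor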
LYP act: activators of human LYP (PTPN22) phosphatase; activation, % at 2 µM; Q9Y2R2; AID 697; recombinant LYP, DiFMUP fluorescence; 0 = plate median, 100 = signal doubled; 0.11% of 96,000 active;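 active = activation at 2 µM above a set limit, the mean plus 5 SD, cut at about 37% in these data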
FAK blocker: blocks human focal adhesion kinase activity | Q05397 | biochemical FAK kinase activity assay | AID 727 | inhibition, %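 (tested at 7 µM)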 | 0.84% of 97,000 active; in the data active = inhibition above about 19%;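 also: 0% = DMSO and 100% = reference compound high control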
IL1B cytotox: HUVEC cytotoxicity counter-screen, IL-1B stimulated; AID 845; HUVEC cell count loss, Hoechst imaging; 0.41% of 94,000 active; cell count reduction, % at 2 µM;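 active = cell count reduction more than 3 SD above the screen-wide mean, cut at about 70% in these data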;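 also: normalized per plate to untreated control cells as the no-loss baseline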
VCAM1 TNFa inh: reduces TNF alpha induced VCAM1 expression in HUVEC; HUVEC TNFa-induced VCAM-1 immunofluorescence, high-content imaging; inhibition, % at 2 µM; 0.48% of 95,000 active;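 active = inhibition above the batch mean plus 3 SD, with images confirmed as a hit by eye, cut at about 37% in these data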;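 also: 0% = TNF-stimulated DMSO wells and 100% = unstimulated control wells; not every result past the cut was called active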
Numbers without * were called inactive; · = not tested or not shown; [ ] = remark or other dose.

Each structure is followed by: cytoskel mod	LYP inh 2	PTK2B oligo ant	HUVEC tox TNFa	ERa SRC1 inh	LYP act	FAK blocker	IL1B cytotox	VCAM1 TNFa inh
CCOC(=O)c1c(N)sc(C(O)(C(F)(F)F)C(F)(F)F)c1-c1ccc(F)cc1
    2	-7	-0.96	-4	-1	9	-1	-19	10
CN1c2ccccc2C(C)(C)C12CC(CCl)=NO2 (configuration not stated)
    -4	6	0.49	1	6	-6	-3	4	-8
O=C(c1cnn2ccccc12)N1CCN(C2CCCCC2)CC1
    -18	-7	·	13	2	4	5	4	26
C#CCOc1c(Br)cc(/C=N\NC(=O)CN2CCOCC2)cc1OCC
    2	-2	-0.75	4	·	5	1	-9	0
CCN(CC)C(=O)CSc1nnc(-c2ccc(F)cc2)n1N
    1	-5	0.09	-19	-1[fluorescence artefact?]	3	-1	-18	11
CCOC(=O)c1cnn(-c2ccccc2)c1N
    4	-5	-0.58	-22	-3	5	3	8	10
Cc1nc2c3cnn(-c4ccc(C)c(C)c4)c3ncn2n1
    -12	7	-0.49	4	-11	-8	-4	-80	4
Cc1cccc(-n2ccnc2SCC(=O)Nc2ccc3c(c2)OCCO3)c1
    -11	5	-1.7	-1	9[fluorescence artefact?]	-2	-1	-3	21
COc1ccc(NC(=O)c2ncn[nH]2)cc1
    37	2	0.35	-36	-5	1	2	-9	7
CN(C)c1ccc(NC(=O)CN2CCC(C(=O)c3ccc(F)cc3)CC2)cc1
    -24	-1	0.51	-18	-6	-1	-2	14	8
CSc1ccc(CNC2CC2)cc1
    25	8	0.92	-26	·	-4	-8	-20	4
CCOC(=O)C1=C(C)NC(SC(C)=O)=NC1c1ccc(OC(C)=O)c(OC)c1 (configuration not stated)
    1	15	0.37	-4	4	-12	1	17	18
COc1ccc(-c2ccc(SCC(=O)N3CCOCC3)nn2)cc1OC
    -23	-3	0.48	-1	-6[fluorescence artefact?]	2	-11	19	-20
CC(=O)c1cc(-c2ccccc2)n(CC(=O)N2CCC(N3CCCCC3)CC2)c1C
    10	-2	0.26	4	-1	0	0	-12	-8
O=C(Nc1ccc(Cl)cc1)Nc1ccc2c(c1)N1CCN=C1S2
    6	-1	-1	-22	46	0	12	4	-15
COc1ccc(CC(=O)OCc2nnc(C3COc4ccccc4O3)o2)cc1OC (configuration not stated)
    -1	-2	1.6	-18	0[fluorescence artefact?]	5	-2	0	-2
O=C(NC1CCCC1)c1nc2c(nnn2Cc2ccccc2Cl)c(=O)[nH]1
    6	-2	-0.56	-21	·	4	0	17	-16
CC(C)C(NC(=O)C1CCC(C(C)(C)C)CC1)C(=O)NCc1cccnc1 (configuration not stated)
    8	-6	0.55	-16	-4	8	1	-13	-7
COC(=O)Cn1cc(C(=O)C2CC2)c2ccccc21
    -11	-1	0.04	-3	2	-3	4	-53	-54
Cc1noc(C)c1S(=O)(=O)N(CC(=O)Nc1ccc2c(c1)OCO2)c1ccc(C(C)C)cc1
    -2	-5	·	-19	4	1	-3	-10	11
O=C(N/N=C/c1ccc(F)cc1)c1cc(-c2ccco2)nc2ccccc12
    13	23	0.2	-5	·	-19	72*	·	8
Cc1ccc(NC(=O)COC(=O)CN2CSCC2=O)cc1C
    9	16	0.88	-30	-10	-16	2	0	-2
CC(C)OCC(O)CN1CCN(CC(O)COc2ccc3c(c2)OCO3)CC1 (configuration not stated)
    4	13	1.5	-11	-2	-13	-1	19	-2
O=C(c1ccco1)N1CCN(c2nc(-c3ccc(F)cc3)cs2)CC1
    8	3	2.2	-17	-5	-2	-4	-2	-2
Cc1ccc(CCN2CC(C(=O)NCCN3CCCCCC3)CC2=O)cc1 (configuration not stated)
    -29	-10	-0.85	-36	35	8	11	-20	67
COc1ccc(CCNC(=O)CN(c2ccccc2OC)S(C)(=O)=O)cc1
    ·	-6	0.36	·	3	5	-1	-37	·
Cc1ccc(-c2nc(C3CCN(S(C)(=O)=O)CC3)no2)cc1
    1	-2	-0.25	-15	0	0	-5	-22	15
Cc1ccc(-c2nnn(CC(=O)N(c3cccc(O)c3)C(C(=O)NC(C)(C)C)c3cccs3)n2)o1 (configuration not stated)
    -11	-9	-0.36	-14	6	7	0	-17	4
O=C(O)COc1ccc(-c2nnn(Cc3ccccc3F)n2)cc1
    15	8	-0.14	9	-3	-5	-13	28	11
O=[N+]([O-])c1ccc([C@H](O)[C@H](CO)N=Cc2ccccc2O)cc1
    8	2	1.9	-15	7	0	1	-10	-15
C=C(C)CN=c1scc(C)n1/N=C/c1ccco1
    -14	6	-0.4	-6	-7	-9	2	10	-2
CC(=O)Nc1nc(CC(C)C)cc2c1c(=O)oc1ccccc12
    -10	10	-1.1	1	1	-11	0	-37	11
COC(=O)c1c(C)n(-c2ccc(C)cc2)c2ccc(O)cc12
    ·	2	-1.7	-22	8	2	4	-4	9
O=C(OCCCN=C1NS(=O)(=O)c2ccccc21)c1ccccc1F
    3	9	-0.18	2	-8	-6	-2	1	-18
COc1ccc(C(=O)Nc2cccc(OC(=O)c3ccc(C)c(C)c3)c2)cc1
    0	4	-0.33	-21	·	-1	2	-24	7
NC(=O)COC(=O)CCCc1nc2ccccc2s1
    -25	1	1.4	-7	5	0	-1	-16	14
O=C(NCCc1cn2ccccc2n1)c1ccc(Br)o1
    0	-3	·	-8	-5	2	0	-43	-2
CC1CCCCN1C(=O)c1cc(F)c(F)cc1Cl (configuration not stated)
    7	-4	0.84	-31	3	2	-3	-12	9
CCOc1ccccc1NC(=O)c1ccc(NC(=O)c2ccco2)cc1
    -2	1	-1.4	-18	-6	-1	-1	0	4
COc1ccc(-c2nnc(Nc3nc4c(OC)cccc4s3)o2)cc1
    -3	4	-0.39	11	77*[fluorescence artefact?]	-5	56*	21	10
Cc1nn(Cc2ccccc2Cl)c2sc(C(=O)NC(C)(C)C)cc12
    14	-2	0.25	-3	-2	3	1	15	35
COc1cc2[nH]c(=S)n(N(C(C)=O)C(C)=O)c(=O)c2cc1OC
    9	5	1.1	-5	-67[fluorescence artefact?]	-6	1	-27	-8
CC1=CC2(C#N)C3(N=C(N)C2(C#N)C(c2ccccc2)N1)OCCO3 (configuration not stated)
    17	12	1.6	-17	0	-10	0	-9	-9
COC(=O)c1ccccc1NC(=S)NC(=O)COc1ccc(C)cc1
    12	5	-0.26	0	·	-3	0	15	-12
O=C(CSc1nnc(-c2ccc(O)cc2)n1Cc1ccco1)c1ccccc1
    -11	-4	-1	-8	13	5	2	·	5
Cc1cc(C=C(C#N)C#N)c(C)n1-c1ccccc1
    2	8	1.1	5	·	-3	0	-2	-2
CCCn1c(SCC(=O)N2c3ccc(F)cc3CCC2C)nnc1-c1ccccn1 (configuration not stated)
    3	-10	-0.95	0	-6	10	-1	-26	18
Cc1ccc(C)c(N2CCN(C(=O)Cn3cccc3)CC2)c1
    20	4	-0.27	-31	4	-5	-6	-6	12
CC(=O)C1=C(O)C(=O)N(CCNCCO)C1c1ccccc1 (configuration not stated)
    9	6	-0.08	0	-12	-4	-2	7	-8
Nn1c(SCC(=O)Nc2ccc(F)cc2)nnc1-c1cccnc1
    -12	3	0.9	4	-11	-1	-3	-38	14
CC(=O)N(C)/C=C1\Sc2ccccc2C1=O
    4	-1	0.47	2	5	2	2	-3	1
O=C(N/N=C\c1ccc(F)cc1)c1csnn1
    -18	-2	0.26	-15	·	6	-7	-34	10
CC1=CC(C)(C)N2C(=O)C3(C(C#N)=C(N)Oc4cc(C)oc(=O)c43)c3cccc1c32 (configuration not stated)
    20	9	-0.73	-35	4	-8	-2	-4	-18
COCCn1c(=O)[nH]c2cc(C(=O)NCCc3ccc(OC)c(OC)c3)ccc2c1=O
    3	12	-0.42	-15	·	-14	-8	-26	2
Cc1n[nH]c(=S)c2nn(-c3cccc(Cl)c3)c(C)c12
    8	-1	·	7	·	4	3	7	4
FC(F)(F)c1cccc(Oc2cc(C(F)(F)F)nc(-c3ccccn3)n2)c1
    13	3	1.8	4	·	0	0	13	-12
COc1ccc(C(C(=O)NC2CCCC2)N(C(=O)c2snc(-c3ccc(F)cc3)c2N)c2ccc(F)cc2)cc1 (configuration not stated)
    -60	7	0.25	1	·	-4	8	41	2
COc1cc2c(cc1NC(=O)/C=C/c1ccccc1)oc1ccccc12
    10	2	0.19	-28	·	2	-6	-114	-26
Cn1cc(C(=O)Nc2cccc(F)c2)cn1
    -2	-4	1.6	-28	·	7	0	-11	13
COC(=O)CC1=Nc2ccccc2NC(=O)C1
    14	-18	-0.38	-12	-9	17	-1	-1	14

2 entries from above, with bars between the fields.
Compound | cytoskel mod | LYP inh 2 | PTK2B oligo ant | HUVEC tox TNFa | ERa SRC1 inh | LYP act | FAK blocker | IL1B cytotox | VCAM1 TNFa inh
Cc1cc(C=C(C#N)C#N)c(C)n1-c1ccccc1 | 2 | 8 | 1.1 | 5 | · | -3 | 0 | -2 | -2
CC(=O)Nc1nc(CC(C)C)cc2c1c(=O)oc1ccccc12 | -10 | 10 | -1.1 | 1 | 1 | -11 | 0 | -37 | 11

Later entries.
Each structure is followed by: cytoskel mod	LYP inh 2	PTK2B oligo ant	HUVEC tox TNFa	ERa SRC1 inh	LYP act	FAK blocker	IL1B cytotox	VCAM1 TNFa inh
O=C(O)CCc1ccc(-c2ccc(F)cc2)n1Cc1ccco1
    5	12	0.75	-9	5	-16	-4	-5	-18
CCOC(=O)Nc1cccc(OCC(=O)Nc2ccc(OC)cc2OC)c1
    ·	5	-0.28	·	-1	-6	-1	12	·
O=C1CC(c2c(F)cccc2Cl)C2=C(COC2=O)N1 (configuration not stated)
    0	5	0.53	-27	·	-2	-1	-2	13
CC1CCCC(C)N1CCNC(=O)Cn1nc(-c2ccccc2)ccc1=O (configuration not stated)
    -14	-17	0.65	-6	0	16	-2	-76	-10
Cc1ccc(S(=O)(=O)N2CCN(CC(=O)NC(=O)NCc3ccccc3)CC2)cc1C
    0	8	-0.04	-15	·	-5	-1	10	16
COc1ccc(N(C(=O)Cc2cccs2)C(C(=O)NC2CCCCC2)c2cccn2C)cc1OC (configuration not stated)
    -9	3	-0.23	-3	1	-3	2	20	-18
CC(=O)Nc1ccc(C)cc1NC(C)=O
    28	1	0.35	-24	0	2	3	-4	5
COCCN(Cc1cc2cc3c(cc2nc1Cl)OCO3)C(=O)Nc1ccccc1OC
    9	1	0.63	-5	·	-3	-2	5	28
Cn1c(SCc2cccc(Cl)c2)nc(C(F)(F)F)cc1=O
    25	5	-1	-9	·	-1	11	-14	8
CCOC(=O)N1CCN(C(=O)C2CCN(S(=O)(=O)c3ccc(C)cc3)CC2)CC1
    -18	3	2	-14	-3	0	2	-1	19
Cc1cccc(-c2nnc(-c3ccc(N)cc3)o2)c1
    -16	4	-2.1	12	6[fluorescence artefact?]	-1	0	11	8
CC(C)(C)c1nc(S(=O)(=O)c2ccc(Cl)cc2)c(N2CCOCC2)o1
    2	-2	0.03	-6	-2	-1	3	-46	0
CCOc1ccc(OCc2ccc(C(=O)O)o2)cc1
    2	-6	0.79	-14	7	4	-4	11	-12
Cc1ccc(NC2=CC(=O)OC(C)C2)cc1 (configuration not stated)
    15	0	0.94	3	·	3	-1	12	4
O=c1c([N+](=O)[O-])c(N2CCCCCC2)c2ccccc2n1-c1ccccc1
    5	-8	-0.95	14	·	12	4	29	-7
O=C(O)CCc1ccc(-c2ccc(Cl)cc2)o1
    ·	5	0.1	-28	2	-4	-1	-3	-5
Cc1ccccc1N(CC(=O)Nc1ccccc1C(=O)O)S(C)(=O)=O
    6	2	-0.85	-16	1	-2	2	2	1
Cc1cccc(N(CC(=O)Nc2c(C)n(C)n(-c3ccccc3)c2=O)S(C)(=O)=O)c1C
    5	21	0.57	-19	-2	-19	-1	-30	-9
O=C(O)C1CC(O)CN1S(=O)(=O)c1cccs1 (configuration not stated)
    26	6	-0.19	-28	-7	-6	0	-22	15
COc1ccc(-c2nc(C3CCCCC3)no2)cc1OC
    -2	-14	0.41	-12	·	12	-8	6	0

Compound activity deposited in PubChem BioAssay by several laboratories.

An unsorted share of the library; 3.8% or so of the library scored in one or more.
